Screening results deposited in PubChem BioAssay by National Center for Advancing Translational Sciences (NCATS).
HT1080NT lethal: kills 2HG-producing HT-1080-NT fibrosarcoma cells; HT-1080-NT fibrosarcoma viability, CellTiter-Glo ATP luminescence, 48 h; Potency, µM (doses to about 46.1 µM), for inactives: at the highest dose activity, negative = less viability, hits mostly cytotoxic; 360,000 compounds, 1.6% hits; AID 686970;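 further: NT is the 2HG producing partner of a matched IDH1 knockdown line; potency means the concentration at half of the fitted maximal effect; 0% = DMSO-treated cells and -100% = media-only wells without cells; nearly all actives have a fitted effect of over 55% in size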
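Luminescent CellTiter-Glo readout after 48 hours of compound exposure at 37 degrees C defined viability of HT-1080-NT cells. Activity was normalized to DMSO wells and cell-free media wells; concentration-response curves were fitted and assigned curve classes.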
GLP1R ag: agonists of human GLP-1 receptor; HEK293 GLP-1R CRE-luciferase, luminescence, 4-6 h; cells express a hypersensitive GLP-1R form; Potency, µM (series often up to 45.6 µM), for the others: top-dose activation, usual class: activators; 380,000 compounds, 0.007% hits; AID 624172; P43220; further: potency means the concentration at half of the fitted maximal effect; % of control where 0% means no effect
Target sequence (P43220 whole entry, looked up): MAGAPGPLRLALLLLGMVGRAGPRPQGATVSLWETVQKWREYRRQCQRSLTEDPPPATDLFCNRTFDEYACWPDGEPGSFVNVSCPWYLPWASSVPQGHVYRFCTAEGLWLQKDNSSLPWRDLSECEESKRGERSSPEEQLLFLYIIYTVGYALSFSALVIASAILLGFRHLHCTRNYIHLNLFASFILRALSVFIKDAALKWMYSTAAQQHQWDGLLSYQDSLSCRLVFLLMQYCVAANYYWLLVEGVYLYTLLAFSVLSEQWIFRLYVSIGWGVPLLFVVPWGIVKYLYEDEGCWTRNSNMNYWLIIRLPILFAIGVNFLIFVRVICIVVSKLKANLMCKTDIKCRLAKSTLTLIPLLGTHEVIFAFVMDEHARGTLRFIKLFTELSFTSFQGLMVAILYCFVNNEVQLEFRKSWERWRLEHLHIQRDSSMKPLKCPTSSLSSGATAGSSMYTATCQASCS
HT1080 IDH1KD tx: HT-1080 IDH1 knockdown cell toxicity (counter line) | HT-1080 IDH1 knockdown viability, ATP luminescence, 48 h | Potency, µM (titrated, usually from 46.1 µM), for the others: at the top dose activity, negative = toxicity, usual class: cytotoxic | 360,000 compounds, 2% hits;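 further: potency means the concentration at half of the fitted maximal effect; 0% = DMSO wells and -100% = cell-free medium wells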
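Assay cells: HT-1080 with IDH1 knockdown, 750 per well, RPMI/5% FBS. Exposure: 48 h at 37 °C following 2 h pre-incubation. Read: CellTiter-Glo luminescence; fitted concentration-response, curve class assigned.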
DRD3 antagonist: blocks the human D3 dopamine receptor | P35462 | max response, negative = inhibition, % | AID 652054 | 360,000 compounds, 2.5% hits | D3R cells, DiscoveRx beta-arrestin luminescence, antagonist mode; active compounds read low; in the data active means max response below about -50%; inconclusive means no clear call, values can overlap the other calls; further: on the % scale 0 is the no-effect control and ±100 the full control effect; mostly tested at two doses, the higher about 12 µM
Target sequence (P35462 whole entry, looked up): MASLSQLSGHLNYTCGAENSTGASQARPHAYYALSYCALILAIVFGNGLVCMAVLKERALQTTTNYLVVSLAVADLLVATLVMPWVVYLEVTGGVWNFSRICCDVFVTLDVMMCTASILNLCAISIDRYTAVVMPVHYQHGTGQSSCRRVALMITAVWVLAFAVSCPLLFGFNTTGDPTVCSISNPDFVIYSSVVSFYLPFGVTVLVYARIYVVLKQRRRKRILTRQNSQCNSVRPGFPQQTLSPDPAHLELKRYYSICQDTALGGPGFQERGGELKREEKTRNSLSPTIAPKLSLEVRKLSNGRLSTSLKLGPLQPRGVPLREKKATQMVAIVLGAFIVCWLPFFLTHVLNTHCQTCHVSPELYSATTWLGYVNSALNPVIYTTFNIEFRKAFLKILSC
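Cells plated overnight at 1500 cells/well, then exposed to library compounds with dopamine controls for 90 minutes at 37 degrees C. DiscoveRx reagent added for 30–60 minutes at room temperature; luminescence read, quantitative HTS format.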
SW480 rerep: DNA re-replication induction in SW480 cells. SW480 DNA re-replication, Hoechst DNA content imaging, 48 h. Potency, µM (highest dose often 46.1 µM), for the others: at the top dose re-replication activation, usual class: activators. 340,000 compounds, 1.8% hits; further: potency means the concentration at half of the fitted maximal effect; % of control where 0% means no effect; nearly all actives have a fitted effect of over 55% in size
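Hoechst fluorescence of nuclei (405 nm excitation, 500-530 nm emission) measured by plate-scanning imager after 48 hr compound exposure at 37 C; re-replication scored as increased number of nuclei with elevated intensity.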
KB-V1 cytotox: kills drug-selected multidrug resistant KB-V1 cells. KB-V1 MDR cells viability, CellTiter-Glo, 72 h. 400,000 compounds, 3.4% hits. Potency, µM (doses to about 46.1 µM), inactives show top-dose activity change, negative = cytotoxicity, hits mostly cytotoxic; further: potency means the concentration at half of the fitted maximal effect; on the % scale 0 is the no-effect control and ±100 the full control effect; nearly all actives have a fitted effect of over 60% in size
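KB-V1 MDR subline cells in DMEM (phenol-red free, 10% FBS) exposed to compounds in qHTS concentration series for 72 h at 37 degrees C. Viability read by CellTiter-Glo luminescence; concentration-effect curves fitted after normalization and correction.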
IL1B secr inh: inflammasome signaling inhibition, IL-1 beta readout; THP-1 LPS/ATP IL-1B secretion, AlphaLISA, 16 h; active compounds read low; activity change, % at 57.5 µM; 360,000 compounds, 4.7% hits; in the data active means activity change below about -50%; inconclusive means mostly about -30% to -49%; further: on the % scale 0 is the no-effect control and ±100 the full control effect
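THP-1 cells pretreated 1 hr with compounds (up to 57.5 uM final), then stimulated with LPS (250 ng/mL final) plus ATP (1.25 mM final); secreted IL-1B measured by AlphaLISA after 16 hr, decreased signal indicating inhibition.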
DRD3 agonist: agonists of human D3 dopamine receptor | P35462 | D3R DiscoveRx beta-arrestin cells, luminescence, 90 min | max activation, % | 410,000 compounds, 0.58% hits | AID 652048; in the data active means max activation above about 30%; further: 0% is about no effect; mostly tested at two doses, the higher about 12 µM
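Agonist mode: compounds and dopamine controls were applied to plated cells for 90 min at 37 degrees C after an overnight attachment at 1500 cells/well. Luminescent read-out followed 30 - 60 minutes at room temperature with DiscoveRx detection reagent.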
KB-3-1 tox: KB-3-1 parental cell cytotoxicity; KB-3-1 viability, CellTiter-Glo ATP luminescence, 72 h; Potency, µM (highest dose often 46.1 µM), without a hit: at the highest dose activity change, negative = cytotoxic, actives largely listed as cytotoxic; 400,000 compounds, 1.4% hits; AID 1347075; further: potency means the concentration at half of the fitted maximal effect; on the % scale 0 is the no-effect control and ±100 the full control effect; nearly all actives have a fitted effect of over 60% in size
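KB-3-1 parental drug-naive adenocarcinoma cells in DMEM/10% FBS, incubated 72 h at 37 C with pin-transferred compounds across a concentration series. Viability by CellTiter-Glo luminescence; concentration-response curves fitted after normalization.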
The depositor's hits bear a star; u = inconclusive; x = not tested or not shown; & = joins results of further samples; [ ] = another dose, or the depositor's remark. Unless noted, the call rests on the fitted dose curve; in most records, active means well fitted curve in the direction sought with a large enough effect; inconclusive means small, poorly fitted or top-dose-only effect, or another doubt; inactive means no such curve, though single readings can be large; an effect the other way counts as inactive or inconclusive.

Fields – HT1080NT lethal, GLP1R ag, HT1080 IDH1KD tx, DRD3 antagonist, SW480 rerep, KB-V1 cytotox, IL1B secr inh, DRD3 agonist, KB-3-1 tox
> Cc1cccc(NC(=O)c2nc[nH]c2C(=O)N[C@@H](CC(C)C)C(=O)OC(C)(C)C)c1
 : u, 8%, u, -9, 28%[9.22 µM], u, u, -8, 12µM*
> Cc1cc(OCn2ccc(C(=O)O)n2)ccc1Cl
 : 1%, -20%, 1%, 1, -4%, -4%, 16, 3, 7%
> CCOC(=O)N1CCC(NC(=O)CN(C)S(=O)(=O)c2cc3c(cc2Cl)NC(=O)CO3)CC1
 : 1%, -4%, -2%, -22, 2%, 12%, 11, -1, -8%
> Cc1ccc(N2CC(NS(=O)(=O)c3cc(F)ccc3F)CC2=O)cc1C (stereo not drawn)
 : -2%, -3%, -12%, 17, u, -14%, 0, 5, -1%
> CCOC1=C2[C@H](c3ccccc3)N(S(=O)(=O)c3ccc(C)cc3)C[C@H]2n2c(=O)n(-c3ccccc3)c(=O)n2C1
 : u, 6%, 14%, 8, x, 9%, -1, 4, 0%
> CCCCN1C(=O)/C(=C(/C#N)C(N)=O)c2ccccc21
 : 0%, -1%, -6%, 9, -11%, -5%, 25, 0, 3%
> O=C(O)c1ccc(N(c2ccccc2)c2ccccc2)cc1
 : 4%, -6%, 1%[9.24 µM], 8, -11%, 0%, 35, 7, 11%
> Cc1ccc(CCC(=O)Nc2ccc(Cl)cc2)o1
 : u, 5%, u, -4, 0%, -22%, -5, -9, -25%
> O=C(N[C@@H](CCC/[N+]([O-])=C/c1ccccc1)C(=O)O)OCc1ccccc1
 : 0%, -2%, 7%, 48, -11%, 0%, 33, 5, 0%
> COC(=O)c1ccc(CSc2n[nH]c(C)n2)o1
 : 9%, 0%, 8%, 9, 0%, 0%, -1, 2, 4%
> C=CCOc1ccc(C(=O)Nc2ccccc2C(=O)N2CCCC2)cc1
 : 8%, -2%, 0%, -24, 5%, x, -5, -9, x
> COC(=O)c1ccc(CNC(=O)c2sccc2-c2ccccc2)cc1
 : -2%, 3%, -11%, 3, 14%, u, -7, 7, 8%
> CCOc1ccc(N(CC(=O)NCc2ccccc2)C(=O)CCC(=O)Nc2nccs2)cc1
 : -2%, 11%, 3%, -16, 2%, -27%, -4, -32, 9%
> COC(=O)c1sccc1NC(=O)c1cc(-c2cc(C)ccc2C)nc2ccccc12
 : 4%, -12%, 14%, 19, 6%, u, 16, 26, -4%
> COc1ccc(CNC(=O)c2cc3c(=O)n4ccccc4nc3n(CC3CCCO3)c2=N)cc1 (stereo not drawn)
 : -14%, -6%, -19%, 13, u, u, 15, -6, -3%
> c1ccc2c(-c3nc4ncccc4o3)cccc2c1
 : 1%, 4%, -8%, -21, 0%, u, -13, -3, 0%
> COc1cccc(/C=N/NC(=S)NCCc2ccccc2)c1
 : -29%, u, u, -8, 15%, 1%, 34, -5, 2%
> COC(=O)N(C)C[C@@H]1OCc2ccccc2-c2c(n(C)c3ccccc23)C(=O)N([C@H](C)CO)C[C@@H]1C
 : -8%, -3%, -5%, -3, x, u, -23, -6, 2%
> COc1ccc(NC(=O)c2sc3cc(C(F)(F)F)cnc3c2-c2cccs2)cc1
 : -8%, -16%, -19%, 0, 4%, 26%, -22, 1, 3%
> Cc1ccccc1C(=O)N1CC(=O)Nc2ccc(F)cc2C1c1ccc(F)cc1 (stereo not drawn)
 : -3%, 7%, -5%, 2, -2%, -14%, -23, -11, -1%
> CN(C)c1ccc(CNC(=O)c2ccc(CNc3c(N4CCCCC4)c(=O)c3=O)cc2)cc1
 : -3%, 11%, -3%, -23, u, u, 15, 2, 7%
> O=S(=O)(c1ccc(-c2ccccn2)s1)N1CCC2(CC1)OCCO2
 : -3%, 4%, -4%, -17, -120%[inhibitor], u, 23, -3, -14%
> CCOC(=O)C1=C[C@@H](CC)N(S(=O)(=O)c2ccc(C)cc2)[C@H]1c1cccs1
 : u, 8%, u, -8, x, u, -6, -5, -17%
> COc1cc(OC)c(C(=O)OCC(=O)Nc2cccc(S(=O)(=O)NC3=NCCCCC3)c2)cc1OC
 : -7%, 15%, 8%, 29, -8%, u, 2, 2, -21%
> CC(c1cccnc1)N(C(=O)Nc1ccccc1)C1CCCCC1 (stereo not drawn)
 : 10%, -2%, 6%, 5, -3%, 27%, 42, -3, -7%
> COc1ccccc1-n1cc(C(=O)c2cc(Cl)ccc2O)cc(C#N)c1=O
 : -7%, 9%, -7%, -9, -6%, -8%, 23, 5, -7%
> O=C(O)CSc1ccccc1C(=O)O
 : 13%, -12%, 12%, 23, -14%, 8%, -5, -3, 6%
> CN1C(=O)/C(=C\C=C2/CCCN2C)N(C)C1=S
 : 11%, 3%, 11%, -11, -27%, -2%, 22, 4, -4%
> CN1CCN(C(=O)NC2CCCCC2)CC1
 : 9%, 4%, 7%, -54*, -7%, 14%, 10, -1, -1%
> CCOc1ccc2c(c1)-c1c(ssc1=S)C(C)(C)N2
 : u, u, u, -74*, -5%, u, -17, -10, 1%

Additional results
Fields – HT1080NT lethal, GLP1R ag, HT1080 IDH1KD tx, DRD3 antagonist, SW480 rerep, KB-V1 cytotox, IL1B secr inh, DRD3 agonist, KB-3-1 tox
> Oc1ccccc1N1CCN(c2ncnc3scc(-c4ccccc4)c23)CC1
 : u, 14%, u, 106, u, u, u, 39*, u
> COc1cccc(Nc2nc3ccccc3n3cnnc23)c1
 : 2%, 33%, 4%, -9, -7%, -16%, 49, 2, -14%
> Cc1cc(=O)oc2cc(NS(=O)(=O)c3ccc(F)cc3)ccc12
 : -4%, 6%, -14%, 14, u, u, x, -2, -3%
> O=C(CCCN1C(=O)/C(=C/c2ccccc2Cl)SC1=S)NNC(=O)c1ccccc1Cl
 : u, -2%, u, 0, -6%, -9%, 19, -6, u
> O=C(NC1CCC(=O)N(CCOc2ccccc2)CC1)OCc1ccccc1 (stereo not drawn)
 : 10%, 8%, 10%, 4, -33%[inhibitor], u, 0, 0, 0%&0%
> CC(NC(=O)c1ccc(C(C)(C)C)cc1)C(=O)O (stereo not drawn)
 : 7%[9.24 µM], 0%, -5%, 5, -7%, 15%, -9, 5, 7%
> C=CCN(c1ccccc1OC)S(=O)(=O)c1cccc(C(=O)NC2=NCCS2)c1
 : 2%, -1%, 2%, -13, -7%, u, -11, 4, 5%
> COc1ccc(-c2nc(=S)c3c(n2Cc2cccnc2)CC(C)(C)OC3)cc1
 : 14%, 0%, 15%, -1, 8%, 12%, 2, 3, 17%
> Cc1ccnc(NC(=S)N2CCN(c3cccc(C(F)(F)F)c3)CC2)c1
 : u, -2%, u, u, 28%, u, -88*, -26, u
> O=C(CSc1nc(C2CCCCC2)nc2ccccc12)NCc1ccco1
 : u, 11%, -17%, 6, 0%, u, -82*, -11, u
> CN(c1nc2ccccc2n2c(C3CC3)nnc12)S(=O)(=O)c1ccccc1
 : 0%, 1%, 0%, 12, 0%, -19%, 7, 2, -11%
> COc1cc(-c2nc(-c3ccc4c(c3)-c3ccccc3S4(=O)=O)c(-c3ccccc3)[nH]2)cc(OC)c1O
 : -29%, -5%, -24%, u, 17%, u, u, -8, u
> CC(=O)Nc1ccc(/C(C)=N/NS(=O)(=O)c2ccccc2)cc1
 : 10%, -6%, 19%, 4, -4%, u, 14, -1, 17%
> CCOc1ccccc1N1CC(C(=O)Nc2nccs2)CC1=O (stereo not drawn)
 : 3%, -9%, 4%, 7, 1%, 8%, 3, 3, 4%
> N#Cc1nc(-c2ccccc2F)oc1N1CCCCC1
 : 0%, 19%, 5%, 2, -35%[inhibitor], 4%, -28, -1, -5%

A draw from above in order of heavy-atom count, lowest first:
Fields – HT1080NT lethal, GLP1R ag, HT1080 IDH1KD tx, DRD3 antagonist, SW480 rerep, KB-V1 cytotox, IL1B secr inh, DRD3 agonist, KB-3-1 tox
> Cc1cc(OCn2ccc(C(=O)O)n2)ccc1Cl
 : 1%, -20%, 1%, 1, -4%, -4%, 16, 3, 7%
> CCOc1ccc2c(c1)-c1c(ssc1=S)C(C)(C)N2
 : u, u, u, -74*, -5%, u, -17, -10, 1%
> CCOc1ccccc1N1CC(C(=O)Nc2nccs2)CC1=O (stereo not drawn)
 : 3%, -9%, 4%, 7, 1%, 8%, 3, 3, 4%
> O=S(=O)(c1ccc(-c2ccccn2)s1)N1CCC2(CC1)OCCO2
 : -3%, 4%, -4%, -17, -120%[inhibitor], u, 23, -3, -14%
> COC(=O)c1ccc(CNC(=O)c2sccc2-c2ccccc2)cc1
 : -2%, 3%, -11%, 3, 14%, u, -7, 7, 8%
> Oc1ccccc1N1CCN(c2ncnc3scc(-c4ccccc4)c23)CC1
 : u, 14%, u, 106, u, u, u, 39*, u
> COC(=O)c1sccc1NC(=O)c1cc(-c2cc(C)ccc2C)nc2ccccc12
 : 4%, -12%, 14%, 19, 6%, u, 16, 26, -4%
> COc1cc(-c2nc(-c3ccc4c(c3)-c3ccccc3S4(=O)=O)c(-c3ccccc3)[nH]2)cc(OC)c1O
 : -29%, -5%, -24%, u, 17%, u, u, -8, u
